Bioassay records: PubChem, National Center for Advancing Translational Sciences (NCATS)
LDHA block = blocks human lactate dehydrogenase A; 0.15% of 480,000 active; purified LDHA, NADH/diaphorase-resazurin fluorescence; stronger effect = lower value; AID 1347041; activity change, % (values are at about 110 or 230 µM); in the data active = activity change below about -30%; inconclusive = mostly about -25% to -30%;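 also: plate controls were DMSO wells for no effect and wells without enzyme for full effect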
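Human LDH5 at 2 nM final in Tris HCl pH 7.4 with 0.06 mM NADH and 0.2 mM pyruvate, reacted 5 minutes at room temperature. Remaining NADH coupled via diaphorase/resazurin; resorufin fluorescence read at 0 and 20 minutes, normalized to enzyme-free and DMSO wells.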
An asterisk follows results filed as active; ? = inconclusive. This is a subset; the hit share may differ from the screen's.

structure	LDHA block
O=C1c2ccccc2C(c2ccc(NC(=O)C(c3ccccc3)c3ccccc3)cc2)(c2ccc(NC(=O)C(c3ccccc3)c3ccccc3)cc2)c2ccccc21	4
O=C(OCCOc1cccc(Cl)c1)c1ccccc1C(=O)c1ccccc1	7
CC(=O)Nc1ccc2c(CN3CCCCC3)cc(=O)oc2c1	-2
CCCCCCC#CC#Cc1cccc(C(=O)O)c1	10
Cc1ccc(NC(=O)CCc2c(C)c3ccc(C)cc3oc2=O)cc1	-3
CCn1c(N2CCC(C(=O)Nc3ccc(C(C)C)cc3)CC2)cc(=O)n(C)c1=O	-9
CCOc1ccc(C2CCCN2C(=O)c2csc(-c3ccsc3)n2)cc1 (centres undefined)	-18
COCCNC(=O)/C=C/c1ccc(C(C)(C)C)cc1	4
CCOC(=O)c1ccc(NC(=O)c2cc(=O)c3cc(C)cc(C)c3o2)cc1	0
Cc1cccc(NC(=O)C(C)(C)c2ccc(Cl)cc2)n1	0
C(#Cc1ccccc1)CN1CCCC1	10
CC(C)Cc1nc2cccnc2n1C1CCN(S(=O)(=O)c2ccc(Cl)s2)CC1	-5
C/C(Cl)=C\CNCc1ccco1	2
Cc1ccc2c(Cl)cc(Cl)c(OCC(=O)NCCC#N)c2n1	27
O=C1CCCC2=C1C1(CCS(=O)(=O)C1)N=C(Nc1nc3ccccc3o1)N2 (centres undefined)	0
COc1ccc2[nH]cc(CCNC(=O)C(C)(C)C)c2c1	9
CCOc1ccc(C(=O)Nc2ccc(-c3nc4ccccc4s3)cc2)cc1[N+](=O)[O-]	3
O=C(Nc1oc2ccccc2c(=O)c1-c1ccc(F)cc1)c1ccc([N+](=O)[O-])cc1	11
CC(C)CC(=O)NN	6
COc1ccc(S(=O)(=O)N(CC(=O)NCCN2CCOCC2)c2ccc(F)cc2)cc1	0

Rewritten with each value named: four of the compounds above.
CC(C)Cc1nc2cccnc2n1C1CCN(S(=O)(=O)c2ccc(Cl)s2)CC1
  LDHA block = -5
C/C(Cl)=C\CNCc1ccco1
  LDHA block = 2
Cc1ccc2c(Cl)cc(Cl)c(OCC(=O)NCCC#N)c2n1
  LDHA block = 27
O=C1CCCC2=C1C1(CCS(=O)(=O)C1)N=C(Nc1nc3ccccc3o1)N2 (centres undefined)
  LDHA block = 0

Remaining list, next part.
structure	LDHA block
O=C(O)c1cccc(COc2ccc(Cl)cc2Cl)c1	8
Nc1nc2c(s1)C(c1ccc(Br)cc1)CC(=O)N2 (centres undefined)	86
CCC(C)NC(=S)NCCc1ccccc1 (centres undefined)	7
Cc1[nH]c2ccccc2c1/C=C(\C#N)C(=O)NC(C)C	-3
CCCNC(=O)CN1CCN(Cc2ncc(-c3ccccc3)o2)CC1	-5
O=C(Nc1ccc2c(c1)OCCO2)Nc1nnc(-c2ccncc2)s1	-4
Cc1[nH]c2ccc(C(=O)N(Cc3ccc(F)cc3)C3CC3)cc2c1C	11
Cc1cccc(NN)c1C	14
CC1Cc2[nH][nH]c(=O)c2C(C2CCCC2)O1 (centres undefined)	1
O=C(c1n[nH]c(=O)c2ccccc12)N1CCC(CCc2ccccc2)CC1	8
C=CCOC(=O)c1[nH]c(C)c(C(=O)OCC)c1C	-1
N#Cc1cc([N+](=O)[O-])ccc1NC(=O)COC(=O)C1(c2ccccc2F)CCCC1	18
CC(C)OC(=O)COc1ccc2c(=O)c(-c3ccc(Cl)cc3)coc2c1	-4
CCc1ccccc1NC(=O)c1ccc2c(Cl)c3c(nc2c1)CCC3	0
CC(C)c1cc(N)n[nH]1	-1
Cc1ccc(S(=O)(=O)N2[C@H](CC(=O)c3ccc(Cl)c(Cl)c3)OC[C@@H]2C(C)C)cc1	3
Cc1ccc(-c2nsc(NC(=O)c3cc(=O)c4ccc(C)c(C)c4o3)n2)s1	-2
Cc1cccc(C(=O)NC2CC2)c1C	-2
COc1ccc2ccccc2c1/C=C(/C#N)C(=O)Nc1ccccc1C(F)(F)F	21
Cc1nc(SCC(=O)NC(c2ccc3c(c2)OCCCO3)C(C)C)c(C#N)c(C)c1C (centres undefined)	3
CCOC(=O)N1CCN(C(=O)CN(c2cc(Cl)cc(Cl)c2)S(C)(=O)=O)CC1	5
COC(=O)CCNC(=O)N1CCc2[nH]cnc2C1c1ccc(Br)cc1 (centres undefined)	4
CC(C)c1ccc2c(c1)-c1ccccc1S(=O)(=O)N2CC(=O)NCc1ccco1	3
N#CCCn1cc(C(=O)CSc2ncc(C(F)(F)F)cc2Cl)c2ccccc21	7
O=C(CCn1ccc2ccccc21)NC1CCCCCCC1	1
Cn1c(=O)[nH]c(=O)c2[nH]c(CN3CCN(c4cccc(Cl)c4)CC3)nc21	8
CSCCC(NS(=O)(=O)c1ccc2c(c1)oc(=O)n2C)C(=O)Nc1ccc(F)cc1 (centres undefined)	2
Cc1cc(C)c(SCC(=O)NC(C)(C)C)c(C)c1	-1
COc1cc(/C=C/[N+](=O)[O-])c2c(c1Br)CCCO2	0
CC(C)NC(=O)COC(=O)c1c[nH]c2ccccc12	0
Nc1ccc(Sc2ccccc2Cl)cc1	-2
Cc1ccc(C(=O)Nc2c(NCc3ccccc3)c3ccccc3oc2=O)cc1	2
CC(C)(C)c1ccc(C(=O)Nc2c(N3CCCC3)c3ccccc3oc2=O)cc1	-1
O=C(Nc1ccccc1Cl)Nc1c(N2CCCC2)c2ccccc2oc1=O	0
CC(C)c1cc(C(=O)Nc2cccc(C(F)(F)F)c2)nn1C1CCS(=O)(=O)C1 (centres undefined)	-24
Cn1cccc1C1CCCN1Cc1nnc(-c2ccccc2)o1 (centres undefined)	5
CCCCn1nnnc1C(c1ccccc1)N1CCN(c2ccc(F)cc2)CC1 (centres undefined)	-1
CC(NCCC(c1ccccc1)c1ccccc1O)c1ccccc1 (centres undefined)	3
O=C(/C=C/c1cccc2ccccc12)c1cccs1	7
CCc1cccc(CC)c1NC(=O)C(C)Sc1ccccc1 (centres undefined)	-2

Structural class: the compounds so far with a tert-butyl group.
structure	LDHA block
COCCNC(=O)/C=C/c1ccc(C(C)(C)C)cc1	4
COc1ccc2[nH]cc(CCNC(=O)C(C)(C)C)c2c1	9
Cc1cc(C)c(SCC(=O)NC(C)(C)C)c(C)c1	-1
CC(C)(C)c1ccc(C(=O)Nc2c(N3CCCC3)c3ccccc3oc2=O)cc1	-1

More structures:
structure	LDHA block
Cn1c(=O)c2c(ncn2CC(=O)Nc2ccccc2C(=O)NC2CCCC2)n(C)c1=O	2
Cc1ccc(O)c(N/C=C/C(=O)C(C)(C)C)c1	15
CC(=O)Nc1cccc(C(C)NC(=O)NOCc2ccccc2)c1 (centres undefined)	0
CC(=O)c1c(C)[nH]c(C(=O)C(C)Cl)c1C (centres undefined)	9
O=C(NCc1ccc(F)cc1)C1CCCN(c2ccc3nnc(C(F)(F)F)n3n2)C1 (centres undefined)	-3
CCC(CC)NC(=O)C1CCN(C(=O)C(C)(C)C)CC1	6
Cn1c(=O)c2c(ncn2CC(=O)Nc2ccc(Cl)c([N+](=O)[O-])c2)n(C)c1=O	9
CC(C)C[C@H]1CNC(=O)C(=O)N1C[C@@H]1CCCN1C[C@H](Cc1ccccc1)N1C[C@H](Cc2ccccc2)N(CCc2ccccc2)C(=O)C1=O	3
O=C1N(Cc2ccc(Cl)cc2)CCCN1c1ccc(C(=O)N2CCc3ccccc32)cc1	6
CCN(CC)C(=O)c1ccc(CNC(=O)N(C)C(C2CC2)C2CC2)cc1	7
OCCc1cnccn1	0
Fc1ccc(OCc2nc(CSc3ncc(-c4ccc(F)cc4)o3)cs2)cc1	-18
Cc1cccc(C)c1NC(=O)CSc1nnc(-c2cccs2)n1-n1cccc1	4
Cc1noc(NC(=O)CSc2nccn2-c2ccccc2)n1	11
O=C(CN1C(=O)N/C(=C\c2cccn2-c2cccc(C(=O)O)c2)C1=O)Nc1ccc(F)cc1	-5
Cc1cc(=O)oc2c(C)c(OCC(=O)NCc3ccc(S(N)(=O)=O)cc3)ccc12	-4
Cn1c(=O)c2c(nc(Oc3ccc(F)cc3F)n2Cc2ccccc2F)n(C)c1=O	-7
CCCCCCNC(=O)c1ccc(Nc2ccc(-c3ccccc3)nn2)cc1	4
O=C(c1n[nH]c(=O)c2ccccc12)N1CCC(n2c(=O)[nH]c3ccccc32)CC1	-18
COC(=O)c1sccc1S(=O)(=O)N(CC(=O)Nc1cc(C)ccc1C)c1ccccc1	3
CCC(C)NS(=O)(=O)c1ccc(C(=O)Nc2ccc3ccccc3n2)cc1 (centres undefined)	-7
Cc1cc(F)ccc1S(=O)(=O)N(Cc1cnn(C)c1)C(C)C	1
COc1cccc(Nc2nc(N)c(C(=O)c3ccc(OC)c(OC)c3OC)s2)c1	11
COc1cc(C2C(C#N)=C(N)Oc3n[nH]c(C)c32)ccc1OCc1c(F)cccc1Cl (centres undefined)	-7
Cc1cccc(C)c1NC(=O)CN(C)Cc1coc(-c2ccccc2)n1	0
Cc1c(Cl)cccc1NC(=O)CC(C)(C(=O)O)c1ccccc1 (centres undefined)	-4
CC(Sc1nnc(-c2cccs2)n1-c1ccccc1)C(=O)Nc1ccc2c(c1)OCO2 (centres undefined)	10
COc1cc(C#N)ccc1OCc1cc(C)ccc1C	-4
CC(Sc1n[nH]c(=O)n1C1CC1)C(=O)c1ccc(Br)cc1 (centres undefined)	-18
Cn1c(CNC(=O)C(Cc2ccccc2)NC(=O)Cc2ccc(Cl)cc2)cc(=O)n(C)c1=O (centres undefined)	-1
O=C(CSc1nc2ccccc2[nH]1)N1N=C(c2cccs2)CC1c1ccco1 (centres undefined)	3
O=C(O)CNS(=O)(=O)c1ccccc1Br	12
CCN(c1ccccc1)S(=O)(=O)c1ccc(OC)c(NC(=O)c2n[nH]c(=O)c3ccccc23)c1	1
CCC(C)NC(=O)c1ccccc1-c1ncc(-c2ccccc2F)o1 (centres undefined)	10
CCOC(=O)C(NC(=O)c1ccc(OC)cc1)(Nc1ccccc1F)C(F)(F)F (centres undefined)	-3
O=C1CC(c2cc3c(cc2Br)OCO3)c2cc3c(cc2N1)OCCO3 (centres undefined)	2
COc1ccc(-c2nc(NC(=O)Cn3cnc4c3c(=O)n(C)c(=O)n4C)sc2C)cc1	6
Cc1cc(C(=O)O)ccc1-c1ccc(C=C(C#N)C#N)o1	9
Cc1nn(CC(O)c2cc(F)ccc2F)c(=O)c2ccccc12 (centres undefined)	7
COc1ccc2ccccc2c1CN1CCc2ccccc2C1	30
Oc1ccc(-c2cn3ccsc3n2)cc1	5
c1cc(CNC2CC2)ccn1	0
COCCNC(=O)CSCc1nc(-c2ccc(C)cc2)oc1C	-1
Cc1cc2nc(/C=C/c3cccc(C(F)(F)F)c3)sc2cc1C	?
Cc1cc(Cl)ccc1OCc1nnc(SCc2ccc(Cl)c(Cl)c2)n1C	3
CCN(CC)c1ccc(S(N)(=O)=O)cc1N	4
Cc1ccc(C)c(NC(=O)CN2CCN(S(=O)(=O)c3cccs3)CC2)c1	-3
COc1ccc(OC)c(NC(=O)Cc2c(C)c3ccc(OC)c(C)c3oc2=O)c1	4
O=C(O)CC1(CC(=O)NC2CCN(Cc3ccccc3)CC2)CCCC1	-2
COC(=O)c1cc(S(=O)(=O)N(C)CC(=O)N2CCN(c3ccc(C(C)=O)cc3)CC2)cn1C	-1
CC(C)n1nc(C(=O)Nc2cccc(S(=O)(=O)N3CCCCCC3)c2)c2ccccc2c1=O	5
COCC(C)Nc1ncnc2c1c(-c1ccccc1)cn2-c1cccc(C(F)(F)F)c1 (centres undefined)	8
NC(=O)c1ccccc1N=Cc1cccc(O)c1	4
CCOC1=C2[C@@H](CN(S(=O)(=O)c3ccccc3C)[C@H]2c2ccc(Cl)cc2)[C@H]2C(=O)N(C3CCCCC3)C(=O)[C@H]2C1	-1
O=C(CNc1ccccc1OC(F)(F)F)N1CCNC1=O	2
Cc1cccc(C)c1NC(=O)c1ncoc1-c1ccco1	4
O=C(Nc1nn[nH]n1)c1cc(-c2ccccc2)nc2ccccc12	-5
Cc1cc(C)c2c(=O)cc(C(=O)Nc3ccccc3C)oc2c1	-5
CCCCCCCn1c(CN2CCN(c3ccccc3F)CC2)nc2c1c(=O)n(C)c(=O)n2C	0
O=C(COc1ccc(Cl)cc1)Nc1ccc2c(c1)N(C(=O)c1cccnc1)CC2	-1

Later entries:
structure	LDHA block
Cc1ccc(C(=O)/C=C\N(C)C)cc1	-1
CCNCc1ccc(-c2ccccc2Cl)o1	-2
CC1CCN(C(=O)C(C)OC(=O)c2cnc3ccccc3n2)CC1 (centres undefined)	1
CCN(CC)S(=O)(=O)c1ccc(CNC(=O)c2ccccc2OCc2cn3ccccc3n2)cc1	1
O=C(Nc1ccc(C(F)(F)Cl)oc1=O)c1ccccc1	2
Cc1cc(Br)cn2c(Cc3cccc(Cl)c3)c(-c3cccc(Cl)c3)nc12	0
O=S(Cc1ccc(Cl)cc1)Cc1cccc(F)c1 (centres undefined)	-16
CCOC(=O)c1cnc2c(C)cc(C)cc2c1Nc1ccc(O)cc1	-1
CC(C)CNc1nc2c(c(=O)n(Cc3ccc(Cl)cc3)c(=O)n2C)n1C	13
O=C(O)C1C2CCC(C2)C1C(=O)NCCCN1CCOCC1 (centres undefined)	-3
